Pf Dd2 inh = P. falciparum Dd2 growth inhibitors, primary screen, SYBR Green fluorescence, single dose replicates | 72 h; hits give low values | 94,000 tested, 2.3% active | activity change, % at 10 µM | AID 1159554, 2015; in the data active = activity change below about -80%
Tcruzi prolif = T. cruzi intracellular proliferation inhibitors, primary screen, cell-based, beta-gal Tulahuen parasites, NIH3T3 host, luminescence; inhibition, % at 8.34 µM; T. cruzi beta-gal in NIH3T3, GalScreen luminescence, 90 h; 77,000 tested, 5.9% active;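 active = mean inhibition above about 93%, with at least 55% of replicates each passing it, limit read from the data, passing the limit was not always enough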
C diff HTS = C. difficile growth inhibitors, primary screen, HTS; Clostridium difficile clinical isolate growth, OD600, 24 h; hits give low values; growth activity, negative = inhibition, % at 16 µg/mL (by protocol); 86,000 tested, 0.25% active; AID 1259249, 2017;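 active = mean growth activity at or below -80% and every replicate also at or below -80%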;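 also: 0% = DMSO wells and -100% = levofloxacin 16 µg/mL wells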
KDM4C inh = inhibitors of GASC-1 (KDM4C) histone demethylase, primary screen, biochemical, single concentration HTS; 96,000 tested, 0.15% active; GST-KDM4C 2-372, H3K9me3 peptide, LANCE TR-FRET; inhibition, % at 12.5 µM; AID 720574, 2013;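 active = mean replicate inhibition above about 25%, with at least 55% of replicates also reaching it, limit read from the data, passing the limit was not always enough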
Target sequence (Q9H3R0 2-372 limits assumed): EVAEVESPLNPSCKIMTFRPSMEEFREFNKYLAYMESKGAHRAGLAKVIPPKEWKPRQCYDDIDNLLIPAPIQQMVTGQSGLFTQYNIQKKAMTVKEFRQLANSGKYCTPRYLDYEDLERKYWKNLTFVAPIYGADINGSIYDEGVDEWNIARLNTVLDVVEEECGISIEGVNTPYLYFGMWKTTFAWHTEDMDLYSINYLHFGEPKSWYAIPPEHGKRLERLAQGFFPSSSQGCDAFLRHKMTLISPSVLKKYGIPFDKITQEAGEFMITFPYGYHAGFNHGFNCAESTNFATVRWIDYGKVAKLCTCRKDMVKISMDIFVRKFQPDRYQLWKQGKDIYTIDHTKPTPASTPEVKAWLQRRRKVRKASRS
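Material: GST-tagged GASC-1 (JMJD2C) catalytic fragment, aa 2-372 / Quantity: enzyme final amount 10 nM / Medium: HEPES buffer, pH 7.5, plus ascorbate / Doses: one test concentration per compound / Incubation: 30 min reaction, 60 min detection, RT / Measured by: LANCE TR-FRET / Read-out: inhibition from TR-FRET ratio decrease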
Starred values were filed as active, the others as inactive; nt = not tested or not shown.

SMILES | Pf Dd2 inh | Tcruzi prolif | C diff HTS | KDM4C inh
COc1ccc(S(=O)(=O)N(C)C[C@H]2Oc3ccc(NC(=O)NC4CCCCC4)cc3CC(=O)N([C@@H](C)CO)C[C@@H]2C)cc1 | -25 | -5 | -10 | -0.4
CO[C@H]1CN(C)C(=O)c2cc(NS(C)(=O)=O)ccc2OC[C@H](C)N(C(=O)C2CCCC2)C[C@@H]1C | nt | 2 | nt | -0.2
O=C(c1ccc2c(c1)OCO2)N1CC(=O)N2[C@H](C1)[C@H](c1ccc(C#Cc3ccccc3)cc1)[C@@H]2CO | 1 | nt | 2 | -1.2
C[C@H](CO)N1C[C@H](C)[C@H](CN(C)CC2CC2)Oc2ccc(NC(=O)Nc3cccc4ccccc34)cc2CC1=O | -89* | nt | -3 | -0.1
COc1ccc2c3c([nH]c2c1)[C@@H](CO)N(Cc1ccccc1)CC31CN(C(=O)NC(C)C)C1 | -49 | nt | 0 | 1.0
C[C@@H]1CN([C@@H](C)CO)C(=O)c2cc(NC(=O)c3ccccc3)ccc2O[C@@H](C)CCCCO[C@H]1CN(C)Cc1ccc(C(F)(F)F)cc1 | -84* | 69 | 33 | -1.1
C[C@H](CO)N1C[C@H](C)[C@@H](CN(C)Cc2ccncc2)Oc2ccc(NC(=O)C3CCCCC3)cc2C1=O | 13 | 48 | -2 | -0.3
CO[C@H]1CN(C)C(=O)c2ccc(NS(=O)(=O)c3cccc(F)c3)cc2OC[C@@H](C)N(Cc2cc(F)ccc2F)C[C@@H]1C | -7 | nt | nt | -1.1
CCc1cnc(N2[C@H](C#N)[C@H](c3ccc(-c4cccc(F)c4)cc3)[C@H]2CO)s1 | -40 | 105* | 12 | -2.6
C[C@@H]1CCCCO[C@H](CN(C)C(=O)CCC(F)(F)F)[C@@H](C)CN([C@H](C)CO)C(=O)c2cc(NS(C)(=O)=O)ccc2O1 | nt | -41 | 0 | 0.5
CCCC#Cc1cnc2c(c1)C(=O)N([C@H](C)CO)C[C@H](C)[C@H](CN(C)C(=O)c1cccc(F)c1)O2 | -7 | -22 | -1 | -0.8
C[C@H](CO)N1C[C@H](C)[C@H](CN(C)Cc2ccccc2)Oc2ncc(C#Cc3ccccn3)cc2C1=O | -31 | 80 | -4 | -1.2
CC(=O)N1[C@@H]2CN(C(=O)c3ccc(F)cc3)c3ccccc3[C@@H]2[C@@H]1CO | 1 | 12 | -6 | -1.1
C[C@H]1CN([C@@H](C)CO)C(=O)c2cc(-c3ccncc3)cnc2O[C@H]1CN(C)C(=O)Nc1ccc2c(c1)OCO2 | 16 | 76 | -1 | 3.6
CCS(=O)(=O)Nc1ccc2c(c1)C(=O)N(C)C[C@H](OC)[C@H](C)CN(C(=O)COC)[C@H](C)CO2 | 6 | 10 | nt | 1.5
C[C@@H]1CCCCO[C@@H](CN(C)S(=O)(=O)c2ccc(Cl)cc2)[C@H](C)CN([C@H](C)CO)C(=O)c2cc(NC(=O)Nc3ccc4c(c3)OCO4)ccc2O1 | -72 | 106* | 3 | -1.1
COc1ccc(NC(=O)N(C)C[C@H]2OCCCC[C@H](C)Oc3ccc(NS(=O)(=O)c4cccs4)cc3C(=O)N([C@@H](C)CO)C[C@@H]2C)cc1 | -51 | 52 | -10 | -2.1
O=C(C[C@@H]1C=C[C@@H](NC(=O)NC2CCCCC2)[C@H](CO)O1)NCc1ccc(Cl)cc1 | -8 | -53 | -29 | -0.1
COc1ccc2c3c([nH]c2c1)[C@H](CO)N(Cc1ccncc1)CC31CN(S(C)(=O)=O)C1 | -43 | nt | 15 | 1.9
COc1ccc2c3c(n(C)c2c1)[C@@H](CO)N(C(C)=O)CC31CCN(Cc2nccs2)CC1 | -11 | nt | 9 | 1.9
Cc1noc(C)c1S(=O)(=O)Nc1ccc2c(c1)C(=O)N([C@H](C)CO)C[C@@H](C)[C@H](CN(C)S(=O)(=O)c1cn(C)cn1)O2 | 18 | -14 | 3 | 0.4
CC=Cc1ccc2n(c1=O)C[C@H]1[C@H](CO)[C@@H](C(=O)N(C)C)N(Cc3cccc(F)c3)[C@@H]21 (mixture of isomers) | nt | 8 | 0 | 3.7
CO[C@H](CN(C)S(=O)(=O)c1ccc(Cl)cc1)[C@@H](C)CN(Cc1ccccc1Cl)[C@@H](C)CO | -24 | 94 | nt | -0.5
Cc1ccccc1S(=O)(=O)N1C[C@H](O)COC[C@@H]2O[C@@H](CC(=O)N3CCOCC3)CC[C@H]21 | 5 | -7 | nt | 0.8
COCC(=O)N(C)C[C@H]1Oc2ncc(-c3ccc(C)cc3)cc2C(=O)N([C@H](C)CO)C[C@@H]1C | 39 | 0 | -4 | 2.0
Cc1ccc(S(=O)(=O)Nc2ccc3c(c2)C(=O)N([C@H](C)CO)C[C@@H](C)[C@H](CN(C)Cc2ccc(Cl)c(Cl)c2)OCCCC[C@H](C)O3)cc1 | -62 | 73 | nt | -1.1
CCC(=O)Nc1ccc2c(c1)OC[C@@H](C)N(Cc1cccc(F)c1)C[C@H](C)[C@@H](OC)CN(C)C2=O | -32 | 34 | nt | 2.4
C[C@H](CO)N1C[C@H](C)[C@H](CN(C)Cc2ccc3c(c2)OCCN3C)OCc2cn(nn2)CCCC1=O | -9 | 23 | nt | 3.1
N#C[C@@H]1N[C@H](CO)[C@@H]1c1ccc(-c2ccccc2F)cc1 | 23 | 60 | 1 | -0.2
COc1ccc(CNC(=O)C[C@@H]2CC[C@@H]3[C@@H](COc4ccc(NC(=O)C5CC5)cc4C(=O)N3C)O2)cc1 | 3 | 44 | 2 | 0.3
COCC#Cc1cnc2c(c1)C(=O)N([C@@H](C)CO)C[C@@H](C)[C@@H](CN(C)C(=O)c1cccnc1)O2 | 33 | 71 | 0 | -0.2
C[C@@H]1CCCCO[C@@H](CN(C)S(=O)(=O)c2ccc(F)cc2)[C@@H](C)CN([C@H](C)CO)C(=O)c2cc(NS(=O)(=O)c3ccc(Cl)cc3)ccc2O1 | 3 | 88 | 5 | 1.5
CCC(=O)NC[C@H]1[C@H](c2ccccc2)[C@H](CO)N1C(=O)C1CCC1 | 13 | 16 | -2 | -0.8
CCCN1C[C@H](C)[C@@H](OC)CN(C)C(=O)c2ccc(NC(=O)COC)cc2OC[C@@H]1C | nt | 8 | 0 | 0.1
C[C@H](CO)N1C[C@H](C)[C@@H](CN(C)C(=O)CN(C)C)Oc2cc(C#CC3CC3)ccc2S1(=O)=O | -6 | -45 | -14 | 0.1
C[C@H]1CN([C@@H](C)CO)C(=O)c2cccc(NC(=O)Nc3ccc(F)cc3)c2O[C@H]1CN(C)C(=O)Nc1ccc(C(F)(F)F)cc1 | -8 | -1 | 61 | -1.0
COCCNC(=O)c1cc2c(c(-c3cccc(C4=CCCC4)c3)n1)[C@H](CCO)N([S@@](=O)C(C)(C)C)C2 | 42 | 9 | nt | 0.8
C[C@H](CO)N1C[C@H](C)[C@H](CN(C)S(=O)(=O)c2ccccc2)Oc2c(cccc2N(C)C)C1=O | 0 | 24 | 6 | 0.3
C[C@@H]1CCCCO[C@@H](CN(C)CC2CC2)[C@H](C)CN([C@@H](C)CO)C(=O)c2cc(NC(=O)Nc3ccc(F)cc3)ccc2O1 | -23 | 103* | 6 | -0.2
COCC(=O)Nc1ccc2c(c1)[C@@H]1C[C@H](CC(=O)N3CCOCC3)O[C@H](CO)[C@@H]1O2 | 4 | 6 | -1 | 9.2
CC(C)CC#Cc1ccc([C@H]2[C@H]3CN(C(=O)NC4CCCC4)CC(=O)N3[C@H]2CO)cc1 | -32 | nt | -16 | -0.5
O=C(c1ccccn1)N1CC2(C1)[C@H](c1ccccc1)[C@@H](CO)N2C(=O)C1CCCC1 | -10 | nt | -13 | -0.1
C[C@H](CO)N1C[C@H](C)[C@@H](CN(C)C(=O)Cc2ccccc2)OCc2cn(nn2)CCCC1=O | 11 | 10 | 1 | -1.3
O=C(c1ccncc1)N1C[C@H]2[C@@H](c3ccccc31)[C@H](CO)N2Cc1ccc(F)cc1 | -5 | 31 | -11 | 0.3
N#Cc1cccc(-c2ccc3c(c2)[C@@H]2[C@@H](CCN2S(=O)(=O)c2cccc(F)c2)[C@H](CO)N3)c1 | 14 | 77 | 52 | -1.0

Continuation:
SMILES,Pf Dd2 inh,Tcruzi prolif,C diff HTS,KDM4C inh
CO[C@H]1CN(C)C(=O)c2ccc(NC(C)=O)cc2OC[C@@H](C)N(CC2CC2)C[C@@H]1C,-4,10,6,1.3
Cc1noc(C)c1S(=O)(=O)N(C)C[C@H]1Oc2ccc(NC(=O)Cc3ccccc3)cc2CC(=O)N([C@H](C)CO)C[C@H]1C,-16,42,-5,-2.4
COc1cccc(C(=O)N2C[C@@H]3[C@H](c4ccccc42)[C@H](CO)N3C(C)=O)c1,0,-2,-3,-1.0
Cc1ccc(S(=O)(=O)Nc2ccc3c(c2)C(=O)N([C@@H](C)CO)C[C@@H](C)[C@@H](CN(C)Cc2ccc(Cl)c(Cl)c2)O3)cc1,-14,119*,14,-2.4
COc1ccc(S(=O)(=O)Nc2ccc3c(c2)CC(=O)N([C@@H](C)CO)C[C@@H](C)[C@H](CN(C)C(=O)Nc2c(C)noc2C)O3)cc1,12,15,-4,1.0
O=C(Nc1ccc2c(c1)OCO2)N[C@H]1CC[C@@H](CCNC(=O)C2CCC2)O[C@H]1CO,5,nt,6,-1.7
CN1CCN(C(=O)C[C@H]2C=C[C@H](NC(=O)Nc3ccccc3F)[C@@H](CO)O2)CC1,8,2,nt,1.0
CC(C)C#Cc1ccc2c(c1)O[C@H](CN(C)C(=O)c1ccccn1)[C@H](C)CN([C@@H](C)CO)S2(=O)=O,-19,-9,-13,3.2
C[C@@H]1CN([C@@H](C)CO)C(=O)Cc2cc(NC(=O)C3CCCCC3)ccc2O[C@H]1CN(C)Cc1ccc(C(=O)Nc2ccccc2N)cc1,-69,78,-1,-1.6
CC(C)CC#Cc1ccc2c(c1)O[C@H](CN(C)C(=O)C1CCCCC1)[C@@H](C)CN([C@@H](C)CO)S2(=O)=O,-39,112*,15,-1.1
N#C[C@H]1[C@H](c2ccccc2-c2ccccc2)[C@H](CO)N1C(=O)NC1CCCCC1,-9,nt,-7,12
CCS(=O)(=O)N1[C@H](CO)[C@@H](c2ccc(C#CC(C)C)cc2)[C@@H]1C#N,-37,94,1,3.2
COc1cccc(-c2cnc3c(c2)C(=O)N([C@@H](C)CO)C[C@@H](C)[C@@H](CN(C)C(=O)Nc2ccccc2F)O3)c1,-2,68,-1,0.2
CC(=O)N[C@H]1CC[C@H](CCNC(=O)Nc2ccc(C(F)(F)F)cc2)O[C@@H]1CO,5,-45,13,0.8
COc1ccc(NC(=O)N(C)C[C@H]2Oc3ccc(NC(=O)Nc4ccc5c(c4)OCO5)cc3CC(=O)N([C@H](C)CO)C[C@H]2C)cc1,19,-2,-6,0.2
C[C@@H]1CN([C@H](C)CO)C(=O)c2cc(C#CC3(O)CCCC3)cnc2O[C@H]1CN(C)C(=O)C1CC1,33,-11,nt,0.8
Cc1noc(C)c1C(=O)N(C)C[C@@H]1OCc2ccccc2-c2ccccc2C(=O)N([C@@H](C)CO)C[C@H]1C,26,67,-4,0.9
C[C@@H]1CN([C@@H](C)CO)C(=O)Cc2cc(NC(=O)CCCN(C)C)ccc2O[C@@H]1CN(C)S(=O)(=O)c1cccs1,9,8,-4,4.3

Exported as labelled records: 3 of the compounds above.
> COc1ccc(NC(=O)N(C)C[C@H]2Oc3ccc(NC(=O)Nc4ccc5c(c4)OCO5)cc3CC(=O)N([C@H](C)CO)C[C@H]2C)cc1
  Pf Dd2 inh: 19 | Tcruzi prolif: -2 | C diff HTS: -6 | KDM4C inh: 0.2

> Cc1noc(C)c1C(=O)N(C)C[C@@H]1OCc2ccccc2-c2ccccc2C(=O)N([C@@H](C)CO)C[C@H]1C
  Pf Dd2 inh: 26 | Tcruzi prolif: 67 | C diff HTS: -4 | KDM4C inh: 0.9

> C[C@@H]1CN([C@H](C)CO)C(=O)c2cc(C#CC3(O)CCCC3)cnc2O[C@H]1CN(C)C(=O)C1CC1
  Pf Dd2 inh: 33 | Tcruzi prolif: -11 | C diff HTS: nt | KDM4C inh: 0.8

An excerpt from above in order of molecular weight, descending:
SMILES,Pf Dd2 inh,Tcruzi prolif,C diff HTS,KDM4C inh
COc1cccc(-c2cnc3c(c2)C(=O)N([C@@H](C)CO)C[C@@H](C)[C@@H](CN(C)C(=O)Nc2ccccc2F)O3)c1,-2,68,-1,0.2
Cc1noc(C)c1C(=O)N(C)C[C@@H]1OCc2ccccc2-c2ccccc2C(=O)N([C@@H](C)CO)C[C@H]1C,26,67,-4,0.9
CC(=O)N[C@H]1CC[C@H](CCNC(=O)Nc2ccc(C(F)(F)F)cc2)O[C@@H]1CO,5,-45,13,0.8

Source: PubChem
